# High-throughput results from PubChem BioAssay.
# STAT1 blocker = STAT1 signaling inhibitors, primary screen, cell-based, HTS, luciferase reporter; inhibition, % at 5.5 µM; NIH 3T3 STAT1-luciferase reporter, IFN-gamma, luminescence; 200,000 tested, 0.35% active;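 active means inhibition above a set limit, the mean inhibition across all tested compounds plus 3 SD, cut at about 34% in these data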;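 further: 0% = IFN-gamma with DMSO and 100% = IFN-gamma with 300 µM nifuroxazide; values of inactives mirror those of a sister screen read the other way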
# Efa HMGR inh = inhibitors of E. faecalis class II HMGR, primary screen, biochemical, Enterococcus faecalis. HMG-CoA reductase (Enterococcus faecalis, mvaE). purified E. faecalis HMGR, NADPH absorbance 340 nm kinetic. inhibition, % at 10 µM. 190,000 tested, 0.41% active. AID 1066, 2008;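 active means inhibition above a set limit, the median over all tested compounds plus 3 SD, cut at about 9.5% in these data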;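 further: enzyme runs in reverse so mevalonate oxidation gives rising NADPH absorbance; 0% = complete reaction with DMSO and 100% = background rate lacking mevalonate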
# STAT1 act = STAT1 signaling activators, primary screen, cell-based, HTS, luciferase reporter; NIH 3T3 STAT1-luciferase reporter, IFN-gamma, luminescence; 100% = IFN-gamma alone, no compound; activation (% of control), % at 5.5 µM; 200,000 tested, 2.6% active; AID 932, 2007;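 active means activation above the screen-wide mean activation plus 3 SD, cut at about 130% in these data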;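 further: raw ratio to IFN-gamma control signal so 100% means no change and 0% no light; values of inactives mirror those of a sister screen read the other way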
# Hsp70 act = Hsp70 transcriptional activators, primary screen, cell-based, HeLa, Hsp70 promoter luciferase, luminescence, 10 µM | HeLa Hsp70 promoter luciferase reporter; scaled: vehicle 0, proteasome-inhibitor control 100% | activation, % at 10 µM | 200,000 tested, 0.04% active;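 active means activation above the mean across all tested compounds plus 3 SD, cutoff set per campaign, cut at about 5.5% in these data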;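 further: 100% = MG132 at 30 µM as the positive control and 0% = DMSO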
# NF-kB expr up = activators of NF-kB expression in neurons, primary screen, cell-based, HTS; human neuronal cells, NF-kB reporter expression; active compounds read high; 190,000 tested, 1.6% active; AID 1239, 2008; fold change at 12.5 µM; in the data active means fold change above about 3.3
# TLR4 MyD88 comp = inhibitors of TLR4-MyD88 association in cells, primary screen, cell-based, HeLa CL3-4, BLA complementation, FRET ratio; Toll-like receptor 4 (Homo sapiens) + Myeloid differentiation primary response protein …; HeLa CL3-4 TLR4/MyD88 BLA complementation; inhibition, % at 8.4 µM; 200,000 tested, 0.18% active; AID 861, 2007; in the data active means inhibition above about 25%;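 further: 0% = vehicle and 100% = reference inhibitor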
# Target sequence (O00206 whole entry, looked up): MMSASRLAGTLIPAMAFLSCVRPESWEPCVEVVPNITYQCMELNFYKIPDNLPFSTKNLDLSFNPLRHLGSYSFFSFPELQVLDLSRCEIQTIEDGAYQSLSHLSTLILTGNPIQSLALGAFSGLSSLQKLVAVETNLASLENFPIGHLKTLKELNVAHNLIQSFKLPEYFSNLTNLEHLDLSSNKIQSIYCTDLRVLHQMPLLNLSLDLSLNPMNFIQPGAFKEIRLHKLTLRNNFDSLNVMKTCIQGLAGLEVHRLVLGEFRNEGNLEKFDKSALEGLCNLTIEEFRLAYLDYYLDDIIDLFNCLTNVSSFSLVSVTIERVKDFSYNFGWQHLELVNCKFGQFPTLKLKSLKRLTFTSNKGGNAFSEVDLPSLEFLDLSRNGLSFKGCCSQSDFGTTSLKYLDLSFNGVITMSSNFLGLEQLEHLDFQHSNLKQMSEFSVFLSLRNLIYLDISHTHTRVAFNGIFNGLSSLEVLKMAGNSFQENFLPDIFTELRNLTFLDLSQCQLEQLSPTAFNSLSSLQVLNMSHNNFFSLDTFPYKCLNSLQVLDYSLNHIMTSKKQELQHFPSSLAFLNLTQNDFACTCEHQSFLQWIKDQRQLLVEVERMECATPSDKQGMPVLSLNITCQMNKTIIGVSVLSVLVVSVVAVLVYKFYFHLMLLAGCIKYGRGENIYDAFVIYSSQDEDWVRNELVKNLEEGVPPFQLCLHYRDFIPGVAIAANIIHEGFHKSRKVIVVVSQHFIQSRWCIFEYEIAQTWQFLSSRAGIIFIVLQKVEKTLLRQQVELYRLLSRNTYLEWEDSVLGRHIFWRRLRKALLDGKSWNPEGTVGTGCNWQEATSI
# Target sequence (Q99836 whole entry, looked up): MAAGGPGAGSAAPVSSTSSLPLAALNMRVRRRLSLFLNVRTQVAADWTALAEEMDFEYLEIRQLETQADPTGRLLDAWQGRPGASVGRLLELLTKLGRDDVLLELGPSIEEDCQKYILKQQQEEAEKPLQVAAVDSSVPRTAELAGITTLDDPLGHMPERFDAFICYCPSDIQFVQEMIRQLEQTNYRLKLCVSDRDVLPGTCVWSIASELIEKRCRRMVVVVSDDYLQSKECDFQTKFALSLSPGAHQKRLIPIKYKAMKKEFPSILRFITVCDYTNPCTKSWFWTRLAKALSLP
# STAT3 inh = IL-6 driven STAT3 reporter inhibitors, primary screen, U3A cells, luciferase, luminescence, MLSCN library | IL-6 STAT3-luciferase reporter; host cell line lacks STAT1 | inhibition, % at 5.5 µM | 190,000 tested, 0.89% active | AID 862, 2007;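 active means inhibition above the mean inhibition across all screened compounds plus 3 SD, cut at about 44% in these data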;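 further: 0% = DMSO only wells and 100% = 100 µM nifuroxazide control wells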
# STAT3 activator = IL-6 driven STAT3 reporter potentiators, primary screen, U3A cells, luciferase, luminescence, MLSCN library; IL-6 STAT3-luciferase reporter; 100% = signal with IL-6 EC80 alone; activation (% of control), % at 5.6 µM; 190,000 tested, 0.91% active;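 active means activation above the screen-wide mean of compound activation plus 3 SD, cut at about 130% in these data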;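 further: 0% = background luminescence of wells with medium and substrate only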
#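 Material: STAT1-lacking human U3A cells, STAT3 luciferase reporter | Benchmarks: IL-6-only wells as 100% reference | Probe or stimulus: IL-6 (33 ng/mL) | Timing: Compound 1 h, then IL-6 6 h at 37 °C | Detection: Luminescence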
# APP 5'UTR act = activators of APP 5'UTR luciferase reporter, primary screen, SH-SY5Y cells | SH-SY5Y APP 5'UTR luciferase reporter, luminescence; zero percent = DMSO vehicle wells | activation, % at 2 µM | 190,000 tested, 1% active | AID 1276, 2008;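 active means activation above a set limit, based on mean plus 3 SD of controls, cut at about 140% in these data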; further: values of inactives mirror those of a sister screen read the other way
# Redox H2O2 prof = compounds producing H2O2 with reducing agent – biochemical, NIH compound library profiling, artefact control for MLSCN library redox annotation, primary screen; DTT-dependent redox cycling H2O2, phenol red/HRP absorbance; 100% = 100 µM peroxide control, 0% = buffer; activation, % at 10 µM; 200,000 tested, 0.03% active;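 active means activation of at least 50% relative to the plate's high and low controls in the primary single-dose screen; inactive means activation below 50%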;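 further: compound incubated with DTT at 0.8 mM final as the reducing agent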
# Starred values were filed as active, the others as inactive; nt = not tested or not shown.
# Start of the listing, in advance (2 entries):
# Each structure is followed by: NF-kB expr up	APP 5'UTR act	STAT3 inh	TLR4 MyD88 comp	Redox H2O2 prof	Efa HMGR inh	STAT1 blocker	STAT1 act	STAT3 activator	Hsp70 act
Cc1ccc(-c2csc(NC(=O)CCNC(=O)c3ccc(Cl)cc3)n2)cc1
  nt	-9	-3	15	-1.1	4	10	91	108	-0.1
Cc1cc(C(=O)CN2C(=O)NC(CC(C)C)C2=O)c(C)n1-c1ccccc1F (configuration not stated)
  2.2	70	-36	13	2.5	0	-58	153*	131	-0.1

# All compounds of this part, from the first entry:
# Each structure is followed by: NF-kB expr up	APP 5'UTR act	STAT3 inh	TLR4 MyD88 comp	Redox H2O2 prof	Efa HMGR inh	STAT1 blocker	STAT1 act	STAT3 activator	Hsp70 act
Cc1ccc(-c2csc(NC(=O)CCNC(=O)c3ccc(Cl)cc3)n2)cc1
  nt	-9	-3	15	-1.1	4	10	91	108	-0.1
Cc1cc(C(=O)CN2C(=O)NC(CC(C)C)C2=O)c(C)n1-c1ccccc1F (configuration not stated)
  2.2	70	-36	13	2.5	0	-58	153*	131	-0.1
CCC(C)N(C(=O)COC(=O)Cc1n[nH]c(=O)c2ccccc12)C1CCS(=O)(=O)C1 (configuration not stated)
  1.2	1	1	5	1.6	-2	6	94	103	-0.5
COCCn1nnnc1C(c1ccc(OC)cc1)N1CCN(c2ccccc2F)CC1 (configuration not stated)
  1.1	-3	2	2	-0.6	-6	7	94	103	-0.2
CC(=O)Nc1ccc(S(=O)(=O)NCC2CCC(C(=O)NC(C)c3ccccc3)CC2)cc1 (configuration not stated)
  1.2	14	2	-10	-0.8	-1	-6	106	105	-0.1
c1ccc(Cn2c(CSc3nnnn3-c3ccccc3)nc3ccccc32)cc1
  2.1	5	9	-4	1.5	-3	4	97	97	-0.2
Cc1nn(C)cc1C(C(=O)NC1CCCCC1)N(C(=O)Cc1cccs1)c1ccc(Cl)cc1 (configuration not stated)
  0.45	-3	-2	15	-0.4	-4	-3	103	102	0.3
CCOC(=O)c1ccc[n+](CC(=O)Nc2cc(C(F)(F)F)ccc2Cl)c1
  0.98	-1	8	-1	0.1	-2	-5	103	100	-0.2
CCOC(=O)CC(=O)CSc1nc(C)cc(-c2cccnc2)c1C#N
  0.75	17	8	-1	0.1	-2	-3	102	95	-0.1
CCN1CCN(C(=O)C2CCC(CNS(=O)(=O)c3ccccc3)CC2)CC1 (configuration not stated)
  1.1	15	3	8	0.2	1	-2	102	103	1.7
CCOc1ncccc1C(=O)OCc1cc(=O)oc2c(C)c(C)ccc12
  0.99	8	-3	3	0.2	-6	0	101	109	-0.5
COC(=O)c1sccc1NC(=O)CSCCc1ccccn1
  0.93	5	19	-3	-0.4	-2	-1	100	88	0.1
O=c1cc(-c2ccc(O)cc2)oc2c([C@@H]3O[C@H](CO)[C@@H](O)[C@H](O)[C@H]3O)c(O)c([C@@H]3O[C@H](CO)[C@@H](O)[C@H](O)[C@H]3O)c(O)c12
  0.93	-17	-3	-18	-0.6	3	4	97	100	-0.4
Cc1ccc(S(=O)(=O)N2CCSC2)cc1C
  0.91	-8	-12	-16	0.3	0	2	98	109	0.1
O=Cc1ccc2noc(-c3ccc(F)cc3)c2c1
  1.2	1	4	8	-0.2	3	-4	103	100	0.1
CC(C#N)Sc1nnc(Nc2ccccc2)s1 (configuration not stated)
  2.3	9	18	7	-2.1	0	-5	104	89	0.0
Cc1ccc(N(C(=O)Cn2nnc3ccccc32)C(C(=O)NCc2ccco2)c2ccc(C)o2)cc1 (configuration not stated)
  0.71	-1	-11	-4	-0.9	2	3	96	113	-0.4
COC(=O)c1cc2ccccc2c(-c2c(O)ccc3ccccc23)c1O
  0.62	-17	-7	-8	-0.2	-4	-11	109	103	-0.3
COc1cccc2cc(-c3ccnc(N)n3)oc12
  1.5	42	11	1	-2.3	-5	-29	126	93	0.2
Cc1ccc(S(=O)(=O)Nc2nc3ccccc3s2)cc1
  0.91	8	-6	-8	0.0	4	5	96	103	-0.2

# Four entries already listed, ordered by their value in STAT1 act, lowest first:
SMILES | NF-kB expr up | APP 5'UTR act | TLR4 MyD88 comp | Redox H2O2 prof | Efa HMGR inh | STAT1 blocker | STAT1 act | STAT3 activator | Hsp70 act
Cc1ccc(-c2csc(NC(=O)CCNC(=O)c3ccc(Cl)cc3)n2)cc1 | nt | -9 | 15 | -1.1 | 4 | 10 | 91 | 108 | -0.1
CCN1CCN(C(=O)C2CCC(CNS(=O)(=O)c3ccccc3)CC2)CC1 (configuration not stated) | 1.1 | 15 | 8 | 0.2 | 1 | -2 | 102 | 103 | 1.7
COC(=O)c1cc2ccccc2c(-c2c(O)ccc3ccccc23)c1O | 0.62 | -17 | -8 | -0.2 | -4 | -11 | 109 | 103 | -0.3
Cc1cc(C(=O)CN2C(=O)NC(CC(C)C)C2=O)c(C)n1-c1ccccc1F (configuration not stated) | 2.2 | 70 | 13 | 2.5 | 0 | -58 | 153* | 131 | -0.1

# Additional entries:
# Each structure is followed by: NF-kB expr up	APP 5'UTR act	STAT3 inh	TLR4 MyD88 comp	Redox H2O2 prof	Efa HMGR inh	STAT1 blocker	STAT1 act	STAT3 activator	Hsp70 act
CC(=O)Cc1nsc(NC(=O)c2ccc(Br)o2)n1
  1.5	22	-3	-20	2.8	-2	5	95	107	-0.2
CCOC(=O)c1c(C)c(C(=O)NCc2cccs2)c(C)n1C
  1.3	1	9	2	0.0	-1	-6	105	97	-0.1
O=[N+]([O-])c1cc(-c2cnc3ccccc3n2)ccc1Oc1ccc(Cl)cc1
  1.4	18	-11	5	2.3	1	-5	104	113	-0.4
CCC(=O)Nc1ccc(C(=O)n2nc(C)cc2C)cc1
  1.1	-2	8	2	0.7	-3	5	96	96	-0.2
N#Cc1cn(CCOc2ccccc2F)c2ccccc12
  1.4	-16	4	5	-2.6	-4	-5	104	99	-0.2
O=C(C1=C[C@H](c2coc3ccccc3c2=O)C[C@H](OCCCCO)O1)N1CCOCC1
  1.3	-3	nt	-9	1.1	-1	2	99	nt	-0.2
COC(=O)C(NS(C)(=O)=O)(c1c(C)[nH]c2ccccc12)C(F)(F)F (configuration not stated)
  1.7	8	-4	7	2.1	3	-4	104	106	-0.2
Cn1c(=O)n(C)c2cc(NS(=O)(=O)c3cccs3)ccc21
  1.1	6	17	8	-0.7	-1	7	92	88	-0.4
CC(=O)c1cccc(NC(=S)NC(=O)Cc2ccccc2)c1
  1.1	16	9	4	0.1	2	-7	105	97	-0.2
Cc1ccc(N(CC(=O)N2CCCCC2)S(=O)(=O)c2ccc(C)cc2)cc1
  0.91	17	0	4	-0.5	-3	1	98	102	-0.3
COc1ccc(/C=N/NC(=O)c2ccco2)cc1Cn1nc(C)c([N+](=O)[O-])c1C
  0.81	4	11	-15	-0.9	-2	14	86	95	-0.1
COc1ccc(Cl)cc1NC(=S)NCCc1c[nH]c2ccccc12
  1.1	10	20	-2	-3.9	-4	1	99	88	-0.2
CCOc1ccc(C(=O)NCC2(c3ccccc3)CCOCC2)cc1
  1.3	17	8	-17	-0.9	-7	6	93	102	-0.2
Cc1c(C(=O)NCc2ccccn2)sc2nc(-c3ccccc3)cn12
  1.1	7	16	-2	0.1	-6	2	99	87	0.1
CCSc1nnc([C@H](C)NC(=O)OC(C)(C)C)o1
  1.2	14	-1	-2	-0.2	-2	-2	102	103	0.0
CCC(CC)C(=O)Nc1cc(OC)c(OC)cc1C(=O)O
  1.3	7	3	-10	1.6	-2	-3	103	100	0.3
C=C1c2cc(C)ccc2NC(=O)N1c1ccc(C)cc1
  1.4	-7	15	2	0.5	-3	-6	106	92	-0.2
COc1cccc(OC)c1C(=O)NC(=S)N1CCOCC1
  1.1	-21	12	10	-1.2	-2	7	92	93	-0.1
Cc1snc(S(=O)(=O)Cc2ccccc2Cl)c1C#N
  1.3	0	29	-12	-4.5	-2	12	89	78	-0.1
CCOC(=O)N1CCN(c2ccc([N+](=O)[O-])cc2F)CC1C (configuration not stated)
  1.4	-10	8	-3	0.3	-2	-1	101	92	-0.4

# Two entries from above, bar-delimited.
canonical_smiles | NF-kB expr up | APP 5'UTR act | STAT3 inh | TLR4 MyD88 comp | Redox H2O2 prof | Efa HMGR inh | STAT1 blocker | STAT1 act | STAT3 activator | Hsp70 act
CC(=O)Nc1ccc(S(=O)(=O)NCC2CCC(C(=O)NC(C)c3ccccc3)CC2)cc1 (configuration not stated) | 1.2 | 14 | 2 | -10 | -0.8 | -1 | -6 | 106 | 105 | -0.1
c1ccc(Cn2c(CSc3nnnn3-c3ccccc3)nc3ccccc32)cc1 | 2.1 | 5 | 9 | -4 | 1.5 | -3 | 4 | 97 | 97 | -0.2

# Next results.
# Each structure is followed by: NF-kB expr up	APP 5'UTR act	STAT3 inh	TLR4 MyD88 comp	Redox H2O2 prof	Efa HMGR inh	STAT1 blocker	STAT1 act	STAT3 activator	Hsp70 act
Nc1ncnc(Nc2cccc(C(F)(F)F)c2)n1
  1.3	-11	19	-3	1.3	-2	-6	105	87	-0.1
CC(C)(C)C1CCC(=NNc2ncc(C(F)(F)F)cc2Cl)CC1 (configuration not stated)
  0.89	-2	-1	-1	-0.2	-4	-1	100	100	-0.4
CC(C)CCN1CC(C(=O)NCc2ccc(F)cc2)CC1=O (configuration not stated)
  1.4	9	5	14	-1.3	-4	-1	103	99	0.3
COCCOCCOCCC(=O)NC1CC2CCC1(C)C2(C)C (configuration not stated)
  1	-3	-2	10	1.1	0	-6	106	105	-0.3
CC(C)(C)C(=O)/C(=C/c1ccncc1)n1cncn1
  0.15	-58	14	9	-0.3	-1	16	86	90	0.2
COc1ccc(C(=O)NNC(=O)C(=O)Nc2ccc(C)c(Cl)c2)cc1
  0.96	-12	22	1	-3.0	-2	3	95	84	-0.4
CC(C)n1cc(C(=O)c2cc(Br)ccc2O)cc(C#N)c1=O
  0.87	-7	15	2	-0.5	3	3	97	89	-0.2
CCc1ccccc1NC(=O)Cn1nnc(-c2cccs2)n1
  1.1	1	3	-3	0.6	2	5	96	100	-0.2
COc1ccc(NC(=O)c2c(C)cc(=O)oc2C)c(OC)c1
  0.86	9	-5	0	0.7	1	-6	110	107	-0.3
CC(C)C(NC(=O)c1cccs1)c1nnc(SCC(=O)Nc2nccs2)n1C (configuration not stated)
  1.1	-6	4	5	2.0	5	1	99	102	0.5
c1ccc2c(c1)NC(CN1CCOCC1)CO2 (configuration not stated)
  1.3	7	-6	3	-0.2	-5	-6	106	109	0.0
O=C(CNc1ccccc1)Nc1ccc(F)cc1
  1.7	33	-7	1	2.9	-1	-26	124	106	0.3
